HTR5A ag ctr: HTR5A agonism, opioid heterodimer counter-screen; 0.61% of 340,000 active; activation, % at 9.3 µM; AID 504692; HTR5A agonist assay, luminescence, cell-based; in the data active = activation mostly above about 9.5%, no sharp cut-off; inactive = mostly below about 7.6%;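 note: 0% = cells with vehicle only and 100% = reference agonist; strong numbers were not always called active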
SR-BI DiI inh: inhibitors of mouse SR-BI mediated HDL lipid uptake; Q61009; 0.96% of 320,000 active; ldlA[mSR-BI] CHO cells, DiI-HDL uptake fluorescence, 3 h; inhibition, % at 12.5 µM;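 active = mean replicate inhibition of at least 70% and a set share of replicates each scoring 70 or more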;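 note: 0% = median of neutral control wells and 100% = median of positive control wells; values of inactives mirror those of a sister screen read the other way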
RTF Ca sens act: cardiac RTF calcium sensitization. P19429+P45379. IANBD-labeled TnC RTF fluorescence at EC20 calcium; 0% EC20 calcium, 100% full calcium. activation, % at 7.2 µM. 0.24% of 340,000 active. AID 493008;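 active = activation above the mean over all tested compounds plus 3 SD, cut at about 30% in these data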;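 note: rise in fluorescence read as greater calcium sensitivity of cardiac thin filaments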
Wnt act: activators of Wnt/beta-catenin signaling; Wnt/beta-catenin reporter cell assay, activator, plate reader; activation, % at 9.35 µM; 1.2% of 300,000 active; in the data active = activation above about 30%, passing the limit was not always enough;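 note: 0% = neutral control wells and 100% = positive control wells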
SR-BI DiI-HDL act: SR-BI HDL lipid transfer activation; CHO ldlA[mSR-BI] cells, DiI-HDL uptake fluorescence, 3 h; 100 = double the neutral-control signal; activation, % at 12.5 µM; 0.096% of 320,000 active; AID 504775;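 active = mean replicate activation of at least 60% and every replicate at or above 60%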;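 note: 0% = median plate neutral-control signal and 100% = twice that signal; values of inactives mirror those of a sister screen read the other way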
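Test system: SR-BI-overexpressing, LDLR-lacking CHO cells; Medium: Ham's F12 with 0.5% BSA, HEPES 25 mM, pH 7.4; Schedule: 3 h, 37 °C; Technique: bottom-read fluorescence, 550/595 nm.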
dFosB activator: mouse delta FosB homodimer activation. 0.99% of 340,000 active. purified delta FosB, TAMRA-CDK5 oligo fluorescence polarization; percent of positive-control signal above neutral wells. P13346. activation, % at 25 µM;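 active = mean activation above about 17%, with every replicate also reaching it, limit read from the data, passing the limit was not always enough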;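 note: fluorescence polarization rise as delta FosB binds a TAMRA Cdk5 AP-1 oligo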
Rtt109 Vps75: blocks Candida albicans Rtt109/Vps75 acetyltransferase activity. Q5AAJ8. purified Rtt109/Vps75, ThioGlo CoA-SH fluorescence, 4 h. inhibition, % at 34.9 µM. 0.16% of 330,000 active;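 active = inhibition of at least 50% in every replicate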
Target sequence (Q5AAJ8 whole entry, looked up): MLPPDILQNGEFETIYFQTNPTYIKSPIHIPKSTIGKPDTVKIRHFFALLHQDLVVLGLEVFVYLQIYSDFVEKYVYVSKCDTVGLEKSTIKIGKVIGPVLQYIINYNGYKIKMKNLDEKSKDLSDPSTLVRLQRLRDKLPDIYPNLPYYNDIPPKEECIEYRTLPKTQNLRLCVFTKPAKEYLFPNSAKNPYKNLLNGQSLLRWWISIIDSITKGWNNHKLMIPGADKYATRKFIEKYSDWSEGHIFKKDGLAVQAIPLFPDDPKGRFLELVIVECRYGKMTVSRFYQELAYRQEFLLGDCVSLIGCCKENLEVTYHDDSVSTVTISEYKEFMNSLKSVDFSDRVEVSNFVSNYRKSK
PvdQ inh: blocks Pseudomonas aeruginosa PvdQ acylase activity. purified PvdQ acylase, fluorescence plate reader. inhibition, % at 10 µM. 0.063% of 340,000 active. AID 488965; in the data active = inhibition above about 30%, passing the limit was not always enough;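 note: 0% = vehicle neutral wells and 100% = reference inhibitor wells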
CDK5 inh: blocks human CDK5/p35 kinase activity; Q00535+Q15078; 0.01% of 330,000 active; Recombinant CDK5/p35, ADP-Glo luminescence, 60 min; inhibition, % at 10 µM; AID 488839;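 active = highest replicate inhibition of at least 50% and at least 75% of replicates reaching 50%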;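 note: plate controls were DMSO neutral control for no effect and GW8510 at 10 µM for full effect; many of its hits are not listed in these tables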
Target sequence (Q00535 whole entry, looked up): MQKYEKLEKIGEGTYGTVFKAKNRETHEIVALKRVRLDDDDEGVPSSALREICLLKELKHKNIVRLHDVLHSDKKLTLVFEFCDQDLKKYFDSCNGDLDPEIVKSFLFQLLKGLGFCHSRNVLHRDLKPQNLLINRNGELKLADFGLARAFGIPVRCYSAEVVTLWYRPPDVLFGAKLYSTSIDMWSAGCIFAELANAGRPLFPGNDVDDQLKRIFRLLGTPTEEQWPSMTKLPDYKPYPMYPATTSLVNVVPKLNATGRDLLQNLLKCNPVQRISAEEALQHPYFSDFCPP
Target sequence (Q15078 whole entry, looked up): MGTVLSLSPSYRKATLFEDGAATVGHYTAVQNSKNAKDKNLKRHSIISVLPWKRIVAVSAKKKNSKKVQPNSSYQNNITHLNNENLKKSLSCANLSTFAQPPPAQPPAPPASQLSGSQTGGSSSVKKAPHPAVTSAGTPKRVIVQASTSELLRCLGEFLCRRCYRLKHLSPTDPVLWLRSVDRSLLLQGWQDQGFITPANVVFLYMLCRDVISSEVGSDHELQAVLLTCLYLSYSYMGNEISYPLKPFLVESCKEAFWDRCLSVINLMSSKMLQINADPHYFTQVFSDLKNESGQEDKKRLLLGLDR
MITF act: activators of MITF-driven TRPM1 promoter activity in SK-MEL-5 cells. SK-MEL-5 TRPM1-promoter luciferase, 24 h; % of positive control, neutral wells = 0. activation, % at 12.5 µM. 0.75% of 300,000 active;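 active = mean activation of at least 80% with every replicate also reaching 80%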;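 note: 0% = neutral control wells and 100% = parthenolide positive control wells; values of inactives mirror those of a sister screen read the other way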
* = called active by the depositor; . = no result given.

structure	HTR5A ag ctr	Rtt109 Vps75	Wnt act	SR-BI DiI inh	RTF Ca sens act	CDK5 inh	PvdQ inh	SR-BI DiI-HDL act	MITF act	dFosB activator
O=C(NCc1ccc(F)cc1)Nc1ccccc1	4	-4	10	-20	4	1.9	-13	20	46	-6
N=c1c(C(=O)NCC2CCCO2)cc2c(=O)n3ccccc3nc2n1Cc1ccccc1Cl (configuration not stated)	2	-37	1	-19	-3	.	-19	19	-10	-3
O=C(NC(=S)Nc1cccc(Cl)c1N1CCCCC1)c1cccs1	-2	-8	0	15	1	0.5	1	-15	-10	-9
CC1CCN(C(=O)C2CCN(C(=O)c3cc4sccc4n3Cc3ccc(F)cc3)CC2)CC1	-5	.	.	37	3	0.2	2	-37	-16	-5
c1cn2cc(-c3ccc4c(c3)OCO4)nc2s1	3	-29	.	-25	1	0.3	10	25	.	-8
Cc1ccc([N+](=O)[O-])cc1S(=O)(=O)Nc1ccc(N2CCOCC2)cc1	3	-1	-5	-14	-3	-0.4	-4	14	9	-4
Cc1ccc(S(=O)(=O)Nc2ccccc2N2CCCCC2)cc1	5	3	-5	-16	2	-1.5	-16	16	-5	-3
Cc1cc([N+](=O)[O-])c(N2CCC[C@@H]2C(=O)O)c([N+](=O)[O-])c1	-1	-3	2	6	0	0.6	-2	-6	.	-5
Cc1ccc(NC(=O)c2cc(-n3cnnc3)ccc2Cl)cc1	2	-5	.	11	-1	0.2	-2	-11	-5	5
COC(=O)CN1C(=O)c2cccc3cccc1c23	-1	4	-1	-15	2	1.9	-12	15	.	6
O=C(Cn1nc(Cc2cccnc2)c2ccccc2c1=O)NCCCN1CCCC1=O	-3	1	-1	-14	-9	-0.1	-9	14	-5	0
O=C(Nc1nccs1)C1CCCN(S(=O)(=O)c2cccc3cccnc23)C1 (configuration not stated)	-5	8	3	3	-4	0.2	-10	-3	-11	3
Cn1c(=N)n(CC(O)c2ccco2)c2ccccc21 (configuration not stated)	-1	3	.	-14	7	0.6	-14	14	-4	3
O=C(COc1ccc(C(=S)N2CCOCC2)cc1)N1CCOCC1	3	-5	0	-31	-3	-1.9	-4	31	-3	-1
O=C(OCC(=O)c1ccc[nH]1)c1ccc2ccccc2n1	2	2	0	-11	7	0.7	-6	11	-6	-10
COc1ccc(CNC(=O)CSc2nc3ccc(N)cc3s2)cc1	-3	1	.	-2	-2	-3.5	-7	2	-6	0
Cc1ccc(C)c(NC(=S)N2CCC(NC(=O)c3ccc(F)cc3)CC2)c1	-4	-7	0	13	1	-0.8	-9	-13	-3	-4
Cc1ccc(/C=N/NC(=O)c2c(C)nc3ccc(Br)cn23)cc1	11	-4	-1	-10	0	0.0	-16	10	-10	-11
CCN(C(=O)COC(=O)CCCc1c[nH]c2ccccc12)c1c(N)n(Cc2ccccc2)c(=O)[nH]c1=O	7	-8	-2	15	-1	0.8	-26	-15	-4	-2
CCCCNc1nc2sc3c(c2c(=O)n1-c1cccc(Cl)c1)CCN(C)C3	-1	12	-4	11	3	0.5	-1	-11	3	-2
Nc1c(-c2ccccc2)nc(Cl)nc1-c1ccccc1	-5	-100	1	0	4	-0.9	-7	0	.	-1
COc1ccc(O)c(C(=O)c2cnn(C(=O)c3ccc(C)cc3)c2)c1	-6	6	2	-1	-4	-1.0	-11	1	2	9
CCOc1ccc(NC(=O)C2CSC(c3ccncc3)=N2)cc1 (configuration not stated)	3	-7	-4	-20	-1	2.6	-17	20	-6	3
O=C(O)CCCn1nc(C(F)(F)F)c2c1CCCCC2	4	-5	.	-3	-5	-1.2	1	3	-3	-5
CCCCn1c(N)c(N(CCOC)C(=O)CCCc2nc3ccccc3c(=O)[nH]2)c(=O)[nH]c1=O	0	20	0	2	2	0.4	5	-2	-3	-4
O=[N+]([O-])c1cnccc1Nc1cccc(F)c1	0	3	8	13	5	0.5	-8	-13	.	8
Cc1c(S(=O)(=O)Nc2cccc(Cl)c2)c(=O)n(C)c(=O)n1C	-6	2	-2	-9	-2	-1.1	-10	9	-4	-1
COc1ccc(C(=O)c2cc([N+](=O)[O-])ccc2N2CCOCC2)cc1	6	7	-32	32	-3	-2.6	0	-32	-48	0
C/C(N)=C(\C#N)C(=O)NCc1ccccn1	3	-4	0	-1	3	1.7	-9	1	9	2
S=C(NCCc1ccccc1)Nc1c(Cl)cccc1Cl	2	0	6	-3	3	0.6	-8	3	21	-8
COc1ccc(CNC(=O)c2c(C)cc(=O)oc2C)cc1OC	6	-5	.	-26	0	0.4	-12	26	-6	6
CC(C)(C)c1ccc2c(c1)N(CC(=O)N1CCCC1)C(=O)CO2	-1	3	-1	.	-1	0.9	-13	.	-4	-2
C[C@H](NC(=O)c1ccc(Br)cc1)C(=O)NCc1ccc(S(N)(=O)=O)cc1	0	-3	-1	-2	-3	0.6	0	2	-7	2
CCc1ccc(CNC(=O)c2ccc3c(c2)NC(=O)C(N2CCOCC2)S3)cc1 (configuration not stated)	5	22	-2	-1	-4	1.2	8	1	6	-5
NS(=O)(=O)c1cccc(NC(=O)c2cc(=O)c3ccccc3o2)c1	3	-3	2	-12	7	-1.6	-20	12	13	19*
COc1ccc(C(=O)NCCCOC(C)C)cc1OC1CCN(C(C)=O)CC1	1	0	9	6	-2	1.7	3	-6	.	6
CN1CCN(S(=O)(=O)c2cccc(C(=O)N(c3ccccn3)C3CCCCC3)c2)CC1	-5	7	5	-35	0	0.0	-12	35	2	0
O=C(COC(=O)c1nc(Cl)ccc1Cl)Nc1ccccc1OC(F)F	0	7	1	18	-1	-0.7	0	-18	-8	-1
Cc1cc(C(=O)CN2C(=O)NC3(CCCc4ccccc43)C2=O)c(C)n1C (configuration not stated)	-13	5	3	2	3	1.0	3	-2	-1	-3
CNC(=O)c1cc(C(=O)c2ccc(Cl)cc2)c(Br)[nH]1	-2	2	1	22	0	1.0	-11	-22	-1	-9
CCOC(=O)/C(N=Nc1cc(C(=O)O)cc(C(=O)O)c1)=C(\O)CCl	-2	7	-1	15	-3	-1.0	13	-15	6	-3
Cc1cc(=O)oc(C)c1C(=O)Nc1ccc(N(C)C)cc1	-2	-1	-1	-23	10	-3.9	-10	23	-8	0
O=C(NCc1ccc(Cl)cc1)C(=O)c1cn(CC(=O)N2CCOCC2)c2ccccc12	-5	18	5	5	-1	-0.6	6	-5	9	-1
CCCCn1c(N)c(N(CC(C)C)C(=O)c2ccc(C)o2)c(=O)[nH]c1=O	4	-4	-1	-18	7	-0.6	-7	18	8	-1
Cc1cc(C)n(CCCNC(=O)c2ccc3c(c2)NC(=O)CS3)n1	3	-10	.	0	-1	1.0	5	0	-7	-1
Cc1ccc(OCCn2c(SCCO)nc3c(N)ncnc32)cc1	0	-3	-1	.	-4	-0.6	-9	.	4	-2
Cn1cnnc1SC(C(=O)Nc1ccc(F)cc1)c1ccccc1 (configuration not stated)	0	-5	.	-14	-3	-0.6	-12	14	-3	-6
COc1ccc(-c2cc(=O)c3c(OC)c(OC)c(OC)c(OC)c3o2)cc1OC	7	4	2	41	4	1.2	5	-41	-2	-16
Cc1cccc(NC(=O)COC(=O)C2COc3ccccc3O2)c1C (configuration not stated)	0	-6	0	-6	3	-0.2	11	6	10	-4
COc1cc(Br)cc2cc(C(=O)OC3CCN(C)CC3)c(=O)oc12	-1	15	.	-15	-4	-0.6	-8	15	.	4
Cc1nc2ccccc2c(=O)n1N	-1	8	-2	-1	6	1.8	-12	1	21	2
CCCn1c(N)c(N(CCOC)C(=O)c2c(CC)noc2C)c(=O)[nH]c1=O	-5	0	-1	-25	4	0.1	-7	25	2	-13
Cc1ccccc1Nc1nnc(SCC(=O)NCc2ccco2)s1	8	-8	0	0	-6	1.6	-3	0	11	0
COc1cc(C(=O)NNC(=O)C2CC2)cc(OC)c1OC	1	-22	0	-13	-2	-1.3	-8	13	-4	-3
O=[N+]([O-])c1ccc(C[n+]2cc(-c3ccc(Cl)c(Cl)c3)n3c2CCCCC3)cc1	4	-1	1	-1	0	1.1	5	1	-3	-1
COc1ccc(Nc2nnc(SCC(=O)Nc3ccc4[nH]c(=O)[nH]c4c3)s2)cc1	0	.	1	15	5	-3.6	-11	-15	3	9
CCOc1cc(/C=C2/C(=O)ON=C2C)ccc1OCc1ccc(F)cc1	9	3	.	13	1	3.8	11	-13	-59	5
CCc1ccc(-n2c(SCc3c(C)noc3C)nnc2-c2ccncc2)cc1	-3	5	-3	-18	-2	-0.2	-15	18	12	-4
COc1ccc(C2=C(Nc3ccccc3)c3ccccc3C2=O)cc1	-5	-5	-3	32	-5	1.9	-3	-32	-4	-8
CC(=O)N1CCc2cc(S(=O)(=O)CCC(=O)Nc3ccccc3F)ccc21	3	2	-1	-17	-6	3.4	5	17	1	3

Later entries:
structure	HTR5A ag ctr	Rtt109 Vps75	Wnt act	SR-BI DiI inh	RTF Ca sens act	CDK5 inh	PvdQ inh	SR-BI DiI-HDL act	MITF act	dFosB activator
Cc1cccc(CN2CCSc3sccc3C2=O)c1	-3	9	1	10	5	-1.3	9	-10	16	-2
CCOc1cccc(=O)c2c(C)oc(C)c12	-1	5	-1	-20	2	0.4	7	20	-11	-7
Cc1cc(C(=O)Nc2ccc(C)c(S(=O)(=O)N3CCOCC3)c2)c(C)o1	4	14	-2	4	2	1.4	1	-4	-2	-3
O=C(/C=C/c1ccccc1Cl)NCCc1ccc(F)cc1	2	-1	-1	4	-1	-1.4	10	-4	18	1
COc1ccc(-n2c(C)nc3cc(C(=O)NCCN4CCOCC4)ccc32)cc1	-2	0	.	13	1	0.2	-1	-13	-1	-9
O=C(COC(=O)/C=C/c1ccccc1)NC(=O)NCc1ccccc1	2	0	-2	-29	-1	-3.0	-16	29	-5	7
CCCCOP(=O)(c1ccc(N(C)C)cc1)C(O)c1ccc(N(C)C)cc1 (configuration not stated)	0	3	-1	-21	2	0.6	-4	21	-4	-8
COc1ccc(C(=O)NCC(=O)N2CCN(c3ccccc3)CC2)cc1	-1	-6	0	.	-4	-3.3	-11	.	.	1
O=C(CSc1nc2ccc(Nc3nc(N4CCOCC4)nc(N4CCOCC4)n3)cc2s1)N1CCOCC1	3	5	.	17	1	-2.5	-10	-17	-4	-1
CCCC(=O)n1nc(-c2ccc(OC)cc2)nc1N	-2	-6	.	-11	-3	2.2	4	11	-1	-3
Cn1nc(C(=O)NNC(=O)c2ccc(Cl)c(S(N)(=O)=O)c2)c2ccccc2c1=O	0	-7	-1	-1	-3	1.3	-4	1	1	-13
CCN1CCN(c2nc3ccccc3nc2C(C#N)S(=O)(=O)c2ccc(C)cc2)CC1 (configuration not stated)	-6	1	-3	-9	-3	0.7	-3	9	-15	-2
O=C1CC(N2CCSCC2)C(=O)N1c1cccc(Cl)c1 (configuration not stated)	0	1	0	-17	1	0.5	11	17	-7	-9
